Screening data as filed in PubChem.
TDP1 inh – blocks human tyrosyl-DNA phosphodiesterase 1. Q9NUW8. recombinant TDP1, AlphaScreen DNA substrate cleavage. Potency, µM (titrated, usually from 130 µM), inactives show top-dose activity change, negative = inhibition, hits mostly inhibitors. 350,000 tested, 0.28% active; further: nearly all actives have a fitted effect of over 40% in size
Target sequence (Q9NUW8 whole entry, looked up): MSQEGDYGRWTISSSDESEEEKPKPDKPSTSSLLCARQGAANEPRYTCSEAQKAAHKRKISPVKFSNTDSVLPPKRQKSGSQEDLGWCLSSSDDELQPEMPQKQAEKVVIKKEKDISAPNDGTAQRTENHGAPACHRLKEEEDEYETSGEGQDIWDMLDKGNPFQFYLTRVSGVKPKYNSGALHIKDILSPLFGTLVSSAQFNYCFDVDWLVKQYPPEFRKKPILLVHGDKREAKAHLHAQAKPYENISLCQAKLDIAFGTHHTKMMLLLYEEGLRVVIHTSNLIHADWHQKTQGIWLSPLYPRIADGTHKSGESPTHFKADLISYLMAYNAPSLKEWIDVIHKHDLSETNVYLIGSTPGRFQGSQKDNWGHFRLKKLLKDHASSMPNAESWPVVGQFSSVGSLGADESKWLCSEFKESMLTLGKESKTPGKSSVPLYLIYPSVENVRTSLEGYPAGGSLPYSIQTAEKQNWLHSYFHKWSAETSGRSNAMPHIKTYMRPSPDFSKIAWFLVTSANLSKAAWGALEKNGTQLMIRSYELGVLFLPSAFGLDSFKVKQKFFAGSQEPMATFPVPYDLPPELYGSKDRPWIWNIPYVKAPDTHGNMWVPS
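Enzyme-compound mixtures sat 15 min at room temperature, followed by a 5 min reaction with 15 nM final substrate and 10 min with AlphaScreen beads. Recombinant human Tdp1 was used at 1 nM final.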
TDP1 cell noCPT – qHTS for Inhibitors of human tyrosyl-DNA phosphodiesterase 1 (TDP1): qHTS in cells in absence of CPT; DT40 Tdp1-/- hTDP1 cells, no CPT, ATP luminescence, 48 h; Potency, µM (titrated, usually from 46.2 µM), for the others: at the top dose activity change, negative = growth inhibition, hits mostly inhibitors; 420,000 tested, 15% active; AID 686978, 2013; further: nearly all actives have a fitted effect of over 55% in size
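Seeded 400 DT40-hTDP1 cells/well (vehicle DMSO, no 20 nM CPT); pinned compounds; ≥48 hr at 37 °C; CellTiter-Glo luminescence as viability measure.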
N370S GC – inhibits or activates N370S mutant glucocerebrosidase; P04062; Potency, µM (titrated, usually from 59.4 µM), for the others: top-dose activity change, negative = inhibition, actives largely listed as inhibitors; N370S GC spleen homogenate, 4MU-glucoside fluorescence; 330,000 tested, 0.092% active;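 further: 0% = full enzyme activity and -100% = no enzyme basal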
Starred values were filed as active, the others as inactive; ? = inconclusive; . = no result given; & = joins results of further samples; [ ] = dose if it differs, or a comment. The call rests on the fitted dose curve; in most records, active means well fitted curve in the direction sought with a large enough effect; inconclusive means small, poorly fitted or top-dose-only effect, or another doubt; inactive means no such curve, though single readings can be large; an effect the other way counts as inactive or inconclusive. Unless noted, on the % scale 0 is the no-effect control and ±100 the full control effect; potency means the concentration at half of the fitted maximal effect. These rows are one share of the data; count on the stated rates, not on these rows.

Start of the data: the first 12 records, to show the layout:
SMILES | TDP1 inh | TDP1 cell noCPT | N370S GC
CCOC(=O)N1CCN(c2nc(-c3cccc(OC)c3)cc(C(F)(F)F)n2)CC1 | 2% | 21µM* | 3%
O=C(CC1C(=O)NCCN1Cc1ccc(F)cc1)NCCCn1cccn1 (stereo not given) | 5% | 5% | -9%
Nc1ccc(C(=O)Nc2cccc(N)c2)cc1 | -3% | -20% | 3%
CCOc1ccc2[nH]c(=O)c(CN(Cc3cccs3)C(CC)c3nnnn3C(C)(C)CC)cc2c1 (stereo not given) | 2% | 18µM* | 5%[2.35 µM]
CCCCOc1cccc(C(=O)Nc2sc3c(c2C(=O)OCC)CCCC3)c1 | 4%[2.28 µM] | -8% | .
CCOc1ccccc1NS(=O)(=O)c1cn(C)nc1C | 3% | 15% | 0%
Cc1ccc(OCCSc2nc3ccccc3n2CC(=O)N2CCOCC2)c(C)c1 | 3% | ? | .
CCOC(=O)c1cnc2cc(-c3ccc(C(C)(C)C)cc3)nn2c1N | -2% | ? | -4%
O=C(c1cccc(Cl)c1)N(Cc1cccc(F)c1)C1CCS(=O)(=O)C1 (stereo not given) | 4% | -19% | .
CC(C)n1ncc2c(C(=O)Nc3ccc(S(N)(=O)=O)cc3)cc(C3CC3)nc21 | 5% | -9% | .
COc1ccc(C2N3CC4(C)CN2CC(c2ccccc2)(C3)C4=O)cc1 (stereo not given) | 0% | ? | .
CCC1CCCCN1C(=O)Cn1c(=O)n(CCCCCC(=O)NCc2ccccc2Cl)c(=O)c2sccc21 (stereo not given) | 5% | 18µM* | .

The listing, repeating the preview:
SMILES | TDP1 inh | TDP1 cell noCPT | N370S GC
CCOC(=O)N1CCN(c2nc(-c3cccc(OC)c3)cc(C(F)(F)F)n2)CC1 | 2% | 21µM* | 3%
O=C(CC1C(=O)NCCN1Cc1ccc(F)cc1)NCCCn1cccn1 (stereo not given) | 5% | 5% | -9%
Nc1ccc(C(=O)Nc2cccc(N)c2)cc1 | -3% | -20% | 3%
CCOc1ccc2[nH]c(=O)c(CN(Cc3cccs3)C(CC)c3nnnn3C(C)(C)CC)cc2c1 (stereo not given) | 2% | 18µM* | 5%[2.35 µM]
CCCCOc1cccc(C(=O)Nc2sc3c(c2C(=O)OCC)CCCC3)c1 | 4%[2.28 µM] | -8% | .
CCOc1ccccc1NS(=O)(=O)c1cn(C)nc1C | 3% | 15% | 0%
Cc1ccc(OCCSc2nc3ccccc3n2CC(=O)N2CCOCC2)c(C)c1 | 3% | ? | .
CCOC(=O)c1cnc2cc(-c3ccc(C(C)(C)C)cc3)nn2c1N | -2% | ? | -4%
O=C(c1cccc(Cl)c1)N(Cc1cccc(F)c1)C1CCS(=O)(=O)C1 (stereo not given) | 4% | -19% | .
CC(C)n1ncc2c(C(=O)Nc3ccc(S(N)(=O)=O)cc3)cc(C3CC3)nc21 | 5% | -9% | .
COc1ccc(C2N3CC4(C)CN2CC(c2ccccc2)(C3)C4=O)cc1 (stereo not given) | 0% | ? | .
CCC1CCCCN1C(=O)Cn1c(=O)n(CCCCCC(=O)NCc2ccccc2Cl)c(=O)c2sccc21 (stereo not given) | 5% | 18µM* | .
Cc1ccc([C@H]2Nc3ccc(S(=O)(=O)Nc4cccc(Cl)c4C)cc3[C@H]3C=CC[C@H]32)cc1 | 4% | ? | .
Cc1ccc(CCNC(=O)C2CCN(S(=O)(=O)c3ccc4c(c3)CCC(=O)N4)CC2)cc1 | 0% | -9% | 0%
Cc1ccc(OCC(=O)NCC2CCCO2)c(C)c1 (stereo not given) | 3% | -14% | -18%
Cc1ccc(Cn2ncc3c(NCCN(C)C)ncnc32)cc1 | . | -10% | -1%
Nc1cccc(-c2nc3ccccc3s2)c1 | 0% | -7% | 2%
COC(=O)c1ccc(NC(=S)N2CCN(CCO)CC2)cc1 | 1% | 2% | -6%
O=C(Nc1ccccc1N1CCCCC1)c1ncoc1-c1cccc(F)c1 | . | ? | -9%
CC(=O)N(Cc1ccc(F)cc1)c1cccc(C)c1C | -3% | 21µM* | 1%
O=S(=O)(c1ccccc1)[C@@]1(c2ccc(Br)cc2)C[C@@H]2ON=C(c3ccccc3)[C@@H]2C1 | 0% | 12µM* | -1%
C/C(=N/NS(=O)(=O)c1cccc([N+](=O)[O-])c1)c1c[nH]c2ccccc12 | 2% | 6% | -7%
CCN(CC)CCCNC(=O)C(C)n1nc(C)n2c(cc3occc32)c1=O (stereo not given) | 3% | -5% | .
Cc1noc(NC(=O)c2c(-c3c(Cl)cccc3Cl)noc2C)c1[N+](=O)[O-] | 9% | ? | 2%
CN1C(=O)c2ccccc2C(C(=O)NCC2CCCO2)C1c1c[nH]c2ccccc12 (stereo not given) | 2% | -28% | -13%
O=C(CNC(=O)c1nc[nH]c1C(=O)NCc1ccccc1)OCc1ccccc1 | . | ? | 0%
COc1cc(C(=O)OCc2cc3ccccc3[nH]c2=O)cc(OC)c1OC | -5% | -6% | 3%
COc1ccc(C2/C=C\CNCC(=O)N2Cc2ccc(F)cc2)cc1 (stereo not given) | 11%&-1% | -9% | -4%&3%
O=C(N/N=C/c1ccc(OC2CSC2)cc1)c1ccc(CN2CCOCC2)cc1 | 1% | ? | 4%
COc1ccccc1CCNC(=O)C1CCN(c2nnc(C)c3c(C)n(-c4ccc(C)cc4)nc23)CC1 | -17%&-3% | 2.9µM* | 0%
CCc1cccc(Nc2cc(C)nc3nc(C)nn23)c1 | 5% | -27% | 14%
c1ccc(Cn2ncc3ccccc32)cc1 | 0% | -6% | -4%
CN(C)CCCN(C(=O)c1sc2ccccc2c1Cl)c1nc2c(F)cccc2s1 | 8% | ? | 4%
O=C(O)CCCCCCCCCCCNC(=O)NC12CC3CC(CC(C3)C1)C2 | -18% | -27% | .
COc1ccc(OCC(=O)N2CCN(c3cccc(Cl)c3)CC2)cc1 | 8% | ? | 17%
CCCCC(CC)CNC(=O)c1cc2ccccc2c(=O)o1 (stereo not given) | -3% | ? | ?
COc1ccccc1CNC(=O)C1CCN(S(=O)(=O)c2ccc3[nH]c(=O)ccc3c2)CC1 | 0% | -17% | .
Cc1cc(-c2ccccc2)nc(N(C)NC(=O)c2ccc(Cl)cc2)c1S(C)(=O)=O | 2% | 21µM* | 3%
CC(=O)N1CCN(C(=S)NC(=O)C23CC4CC(CC(C4)C2)C3)CC1 | 3% | 1% | 7%
O=C(Cn1c(=O)n2ncnc2c2c3c(sc21)CCCC3)c1ccccc1 | 1% | ? | 6%
CCOc1ccccc1NC(=O)c1sc2nc(C)nc(N3CCOCC3)c2c1C | 1% | ? | -9%
CCC(CC)C(=O)Nc1cccc(C(=O)Nc2nccs2)c1 | 4% | 23µM* | -6%
COC(=O)CCn1c(C)cc(C(=O)COc2ccccc2C(N)=O)c1C | 3% | 23µM* | -10%
CCN(CC(=O)Nc1c(C(=O)OC)[nH]c2ccccc12)c1ccc2c(c1)OCO2 | 4% | ? | 29%
COC(=O)/C=C/C(=O)N1CCN(c2ccccc2)CC1 | 3% | 3% | -13%
CCN(CC)S(=O)(=O)c1ccc(N2CCN(c3ccccc3OC)CC2)c(N)c1 | 8% | 7.3µM* | -4%
CCC1CCCCN1CCCNC(=O)c1ccc(/C=C2/Sc3ccccc3NC2=O)cc1 (stereo not given) | 3% | 3.7µM* | -11%
COc1ccc(NS(=O)(=O)c2cccc(C(=O)N/N=C(\C)c3cccnc3)c2)cc1 | 4% | -8% | 5%
O=C(c1sc2ccccc2c1Cl)N1CCN(c2ccccn2)CC1 | 2% | 1% | -1%
Cc1ccn2c(Nc3ccccc3C)c(-c3ccncc3)nc2c1 | -4%[12.3 µM] | 15µM* | -11%
COc1cc2c(cc1OC)C(c1ccccc1)NC(C)(C)C2 (stereo not given) | . | -14% | -1%
Cc1ccsc1/C=N/N=C1\C(=O)Nc2ccccc21 | 8% | -9% | -21%
O=C(COC(=O)c1cccc(C(=O)OCC(=O)c2ccc(Br)cc2)n1)c1ccc(Br)cc1 | 5% | ? | 10%
COC(=O)c1cnn(-c2ccccc2)c1N | . | 11% | 1%
COc1ccccc1-c1c(C#N)c(N)nc2c1CCc1ccccc1-2 | -1% | 6.5µM* | 23%
COc1ccc(COc2ccccc2C(=O)NCc2ccccc2)cc1F | 3% | ? | ?
Cc1cc2c(cc1C)NC(c1ccccn1)C1=C(CC(C)(C)CC1=O)N2 (stereo not given) | 8% | 1% | -1%
Cc1ccc(NC(=O)COC(=O)c2ccc(NC(=O)CC#N)cc2)cc1S(=O)(=O)N1CCOCC1 | 0% | -26% | .
Cc1ccc(S(=O)(=O)c2ccc(Cl)cc2)cc1S(=O)(=O)NC(C(=O)O)C(C)C (stereo not given) | -3% | -9% | -7%
CCN1C(=S)N[C@@H](c2ccccc2)C(C(=O)OC)=C1C | . | -26% | 1%&6%

More compounds follow.
SMILES | TDP1 inh | TDP1 cell noCPT | N370S GC
NC(=O)c1cc(-c2csc(-c3cccnc3)n2)ccc1O | 6% | 13µM* | -18%
Cc1ccc(C)c(N2CC(C(=O)Nc3nccs3)CC2=O)c1 (stereo not given) | 0% | -10% | -3%
CCOC(=O)c1c(C)[nH]c(C)c1C(=O)COC(=O)c1cccnc1Cl | 1% | -1% | .
CCN1C(=O)N[C@@H](c2ccccc2)[C@H](C(=O)OC)[C@H]1C | 5%[21 µM] | -7% | -13%[12.8 µM]
c1ccc2c(c1)nc(N1CCOCC1)c1nncn12 | 4% | ? | 1%
CCOC(=O)c1c(NC(=O)CSc2nnnn2-c2ccc3c(c2)OCCO3)sc(C)c1C | 2% | ? | ?
Cc1nnc2ccc(-c3cccc(NS(C)(=O)=O)c3)nn12 | 8% | -16% | -10%
CCN(CC)S(=O)(=O)c1ccc2oc(C(=O)NCC3COc4ccccc4O3)c(C)c2c1 (stereo not given) | 11% | 23µM* | 1%
C/C(=N\NC(=O)CCCC(=O)O)c1c(-c2ccccc2)c2cc(Cl)ccc2[nH]c1=O | -4% | -10% | 13%
O=C(NNC(=O)c1cc(-c2ccncc2)nc2ccccc12)Nc1ccc(F)cc1 | 0% | ? | -14%
O=C(c1noc2c1CCc1ccccc1-2)N1CCc2ccccc2C1 | 5% | . | 30%
COc1ccc(S(=O)(=O)NC2CCCC2)cc1NC(C)=O | 1% | 7% | 2%
CCOc1ccc(NC(=O)c2cc(S(=O)(=O)N3CCOCC3)cn2C)cc1 | . | -1% | 0%
CC(NC(=O)c1ccc(Br)o1)c1ccccc1 (stereo not given) | 4% | ? | 4%
Cc1ccc(N=C(NOC(=O)c2ccccc2)c2nonc2N)c(C)c1 | 5% | -5% | -3%
COc1ccc(Cn2c(=O)[nH]c3cc(C(=O)NCCCOC(C)C)ccc3c2=O)cc1 | -2% | -26% | -3%
Cc1occc1C(=O)Nc1cccc(Cl)c1Cl | 2%[56.1 µM] | 0% | -21%
O=C(c1cccc2ccccc12)C1CCCN(C(=O)C2CCOCC2)C1 (stereo not given) | . | -12% | 9%
CSc1nc2ccc(NC(=O)c3c(F)cccc3F)cc2s1 | 5% | -1% | -19%
Cc1ccc(SC(C)C(=O)Nc2ccccc2C(=O)N2CCOCC2)cc1 (stereo not given) | 1% | -4% | 2%
COc1ccc(C(=O)NC(C(=O)NCC2CCCO2)C(C)C)cc1 (stereo not given) | 2% | -14% | 2%
Cc1c(-c2ccc(Br)cc2)[n+](=O)c2c(n1[O-])CCCC2 | -1% | 15% | -10%
COC(=O)C1CCN(c2cc(=O)n(C3CCCCC3)c(=O)[nH]2)CC1 | -5% | -13% | 11%
COc1ccc(-c2csc(NC(=O)c3ccc(N4C(=O)CCC4=O)cc3)n2)cc1 | -2% | 3% | 1%
CC(C)c1ccc(N(CC(=O)NCC2CCCO2)C(=O)Cn2nnc(-c3cccs3)n2)cc1 (stereo not given) | 2% | 0% | -4%
COc1ccc(S(=O)(=O)Nc2ccc(S(=O)(=O)N3CCOCC3)cc2)cc1 | -5% | -6% | -1%
Cc1cc([N+](=O)[O-])ccc1NC(=O)c1ccc(NC(=O)C(C)C)cc1 | 8% | 18µM* | -28%
CCOc1ccc2nc(N(Cc3cccnc3)C(=O)c3ccco3)sc2c1 | -5% | -13% | .
CC1=C(C)C(=O)N(c2ccccn2)C1=O | 8% | 3% | ?
COc1ccc(-n2c(=O)[nH]cc(C(=O)Nc3ccc4c(c3)OCCO4)c2=O)cc1 | 2% | -2% | 4%
CCc1nc2ccccc2[nH]1 | 6% | -2% | 13%
Cc1cc(C)nc(NS(=O)(=O)c2ccc(NC(=O)CCN3C(=O)c4ccccc4C3=O)cc2)n1 | -2% | -1% | 14%
Cc1ccc(OCC(=O)NNC(=O)CCc2ccccc2)cc1 | 1% | -2% | 6%
CCOC(=O)Nc1ccc2c(CN3CCN(S(=O)(=O)c4ccc(C(C)C)cc4)CC3)cc(=O)oc2c1 | 0% | 0% | .
Cc1cc(-c2nnc(-c3cc4ccccc4oc3=O)o2)c(C)n1-c1ccccc1 | 2% | ? | 17%
CC(C)=N/N=C(\c1cccc([N+](=O)[O-])c1)C12CN3CN(CN(C3)C1)C2 | 3% | 0% | 17%
